# S3 lipid droplet: qHTS Assay for Lipid Storage Modulators in Drosophila S3 Cells | Drosophila S3 cells, BODIPY lipid droplet fluorescence, 18-24 h; cells fed with added oleic acid | Potency in µM for hits, for the others lipid storage change, negative = inhibition, % at the top dose, mostly 46.1 µM | 0.64% of 320,000 active | AID 2685; active = well fitted inhibition curve with a large enough effect in the signal ratio, with a control signal flat, not every such curve was filed as active; inconclusive = small, poorly fitted or top-dose-only effect, or effect the other way, or a change in a side signal; the % refers to the signal ratio
#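 Drosophila S3 cells got compounds at several concentrations plus oleic acid (400 uM solution). Laser-scanning cytometry with 488 nm excitation read lipid droplets at 500-530 nm and cells at 575-640 nm. Percent activity was relative to 20 uM Triacsin C.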
# S3 lipid droplet cell count max: recorded beside S3 lipid droplet, whose call it bears; cell number change, %; measured here: cell count max response;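 cells counted by Cell Tracker Red CMTPX staining in the red channel; peak over a dose series mostly up to 46.1 µM; percent activity relative to internal control wells on each plate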
# * hit, by the source's call; i = inactive; ? = inconclusive; / = no result given; [ ] = dose if it differs, or a comment. % is set by controls: 0 for no effect and ±100 for the full control effect; potency is the fitted concentration of half-maximal effect. These rows are one share of the data (hit frequency here may not be typical).
S3 lipid droplet	S3 lipid droplet cell count max	mol
1%	6	Cn1c(N)c(C(=O)COC(=O)/C=C/c2ccc(S(=O)(=O)N3CCOCC3)cc2)c(=O)n(C)c1=O
?	/	CCC1(c2ccccc2)NC(=O)N(CC(=O)Nc2ccc(S(=O)(=O)N3CC(C)CC(C)C3)cc2)C1=O (stereo unspecified)
i	/	CSc1cccc(NC(=O)C2CCCN(S(=O)(=O)c3ccc(F)cc3)C2)c1 (stereo unspecified)
-8%	14	COC(=O)CSc1[nH]c2cc(C)ccc2c1[N+](=O)[O-]
?	/	O=Cc1sc(Nc2ccccc2)nc1Cl
6%	6	Oc1ccc(-c2cn3ccccc3n2)cc1O
?	/	CCN1CCN(C(=O)CN(C)S(=O)(=O)c2ccc(OC)cc2)CC1
-8%	-14	CCc1ccc(NC(=O)Cn2nnc(-c3ccc(C)cc3-n3cnnn3)n2)cc1
?	/	Nc1c(N2CCCCC2)c(=O)[nH]c(=O)n1-c1ccccc1
20%	24	Cc1nn(Cc2ccccc2)c(Cl)c1C(=O)NC(C)(C)C
?	/	O=C(NCCN=C1NS(=O)(=O)c2ccccc21)c1ccc(S(=O)(=O)N2CCOCC2)cc1
0%	-6	CN1CCCc2cc(C=O)ccc21
?	/	Cc1ccc(C(=O)NCCN(C)C)cc1C
12%	10	Cc1nnc(NC(=O)c2ccc(S(=O)(=O)N3CCOCC3)cc2)s1
?	/	C/C(CCc1ccccc1)=N\NC(=O)CC(=O)NCCc1ccccc1
?	/	CCOC(=O)C(Cc1ccccc1)(NC(C)=O)C(=O)OCC
5%	2	CC(=O)OCC1CCCC2=C(C)C(=O)CCC21COC(C)=O (stereo unspecified)
9%	2	CC12CCC(c3nnc(SCc4ccc(Cl)cc4)nc31)C2(C)C (stereo unspecified)
?	/	O=C(Cn1nc(Cl)nc1Cl)c1ccc([N+](=O)[O-])cc1
?	/	CN(Cc1cn(C)nc1-c1ccc(Oc2ccccc2)cc1)Cc1cnc2ccccn12
?	/	CCSC1(SCC)N=C(N)C2(C#N)C(c3ccc(F)cc3)C12C#N (stereo unspecified)
14%	/	CC(OC(=O)Cn1[nH]c(=O)c2ccccc2c1=O)C(=O)NC1(C#N)CCCCC1 (stereo unspecified)
?	/	O=C(N/N=C/c1ccc(O)cc1)c1cccc(C(F)(F)F)c1
i	-15	Cc1ccc(-n2nc3c(c2NC(=O)c2ccc4c(c2)OCO4)CS(=O)(=O)C3)c(C)c1
1%	1	CCN(CC)C(=O)CN(c1cccc(Br)c1)S(C)(=O)=O
?	/	O=C(NCc1ccccn1)c1nc(-c2ccc(C(F)(F)F)cc2)no1
?	/	Cc1ccc(Cl)cc1N1CCN(C(=O)Cc2csc(Nc3nc(=S)[nH]c4ccccc34)n2)CC1
9%	6	COc1cccc(-c2nc(N3CCCC3)c3ccccc3n2)c1O
-7%	10	CN(C(=O)Cn1cc(C(F)(F)F)ccc1=O)c1c(N)n(Cc2ccccc2)c(=O)[nH]c1=O
?	/	O=C(Nc1ccc(Cl)cc1)N1CCC(c2nc(-c3cccs3)no2)CC1

# (more compounds)
S3 lipid droplet	S3 lipid droplet cell count max	mol
26µM*	/	CCN(CC)c1ccc(/C=C(\C#N)C(=O)c2ccc(Br)cc2)cc1
0%	-3	COc1ccc(S(=O)(=O)NCC(c2ccc3c(c2)OCO3)N2CCOCC2)cc1 (stereo unspecified)
-21%	-19	Cc1cc(C(=O)CC#N)c(C)n1CC(F)(F)F
-11%	-10	O=C(NCc1ccco1)c1c(F)c(F)c(F)c(C(=O)NCc2ccco2)c1F
?	/	CC1CN(C(=O)N2c3ccccc3Sc3ccccc32)CC(C)O1 (stereo unspecified)
i	/	Cc1ccc(NC(=O)c2cc(S(=O)(=O)N(C)C)ccc2N2CCCC2)cc1S(=O)(=O)N(C)C
?	/	Cc1nn(CC#N)c(=O)n1-c1ccc(Cl)cc1
?	/	C/C(=N\NC(=O)CNC(=O)c1ccco1)c1ccc(Br)cc1
i	/	CCCNc1nc2c(c(=O)[nH]c(=O)n2C)n1Cc1ccc(F)cc1
?	/	C=C(C)CN(CC)C(=O)CSc1nc(O)cc(=O)n1C1CCCC1
?	/	CNC(=O)c1ccc(Nc2nc(-c3ccccc3)nc3ccccc23)cc1
0%	-6	CCc1cccc(NC2c3ccccc3C(=O)N2c2ccc(C)cn2)c1 (stereo unspecified)
-13%	11	CCOC(=O)c1c(C2CC2)csc1NC(=O)COC(=O)c1cnc(Cl)c(Cl)c1
?	/	CCOC(=O)c1csc(COc2ccccc2Cl)n1
15%	/	O=C(NC(=S)Nc1ccc(N2CCCCC2)cc1)c1cccs1
?	/	Cc1nnc(NC(=O)c2ccc3c(c2)C(=O)N(CC2CCCO2)C3=O)s1 (stereo unspecified)
?	/	CCN(C(=O)C1CCCN(c2ncnc3c2nc2n3CCCCC2)C1)c1cccc(Cl)c1 (stereo unspecified)
0%	-5	COc1ccc(NC(=O)CSc2nnc(-c3ccncc3)n2C)cc1
-21%	8	O=C(c1ccc(S(=O)(=O)N2CCCC2)cc1)N(Cc1ccco1)C1CCS(=O)(=O)C1 (stereo unspecified)
11%	-19	Cc1cccc(C)c1NC(=O)CS(=O)CC(=O)NC1CCN(Cc2ccccc2)CC1 (stereo unspecified)
12%	-6	Cc1cc(Nc2cccc(Cl)c2C)n2ncnc2n1
15%[9.22 µM]	-1	Cc1ccc(-c2nc(NC(=O)CSc3nnc(C)s3)ns2)cc1
0%	/	CSc1ccc(C(=O)N2CCC(n3nccc3NC(=O)C3CC3)CC2)cc1
-15%	/	COc1cc(NC(C)CCCN)c2ncccc2c1Oc1ccccc1 (stereo unspecified)
6%	1	NC(=O)CC(NC(=O)Cc1cccc2ccccc12)c1ccc(NCC2CC2)c([N+](=O)[O-])c1 (stereo unspecified)
?	/	Cc1cc(-c2ccc(C)c(S(=O)(=O)NCCCN(Cc3ccccc3)C(C)C)c2)on1
?	/	Fc1ccc(Nc2c3c(nc4ccccc24)CCC3)cc1
-7%	13	O=C(C1=C[C@@H](c2coc3ccccc3c2=O)C[C@@H](OCc2ccc(CO)cc2)O1)N1CCCCCCC1
?	/	O=C(/C=C/c1ccc2c(c1)OCO2)Nc1ccc(Cl)cn1
i	-5	Cn1cc(CCNC(=O)C2CCC(=O)N(CCc3ccc(Cl)cc3)C2)cn1 (stereo unspecified)

# 6 entries drawn at random from those above:
S3 lipid droplet	S3 lipid droplet cell count max	mol
6%	1	NC(=O)CC(NC(=O)Cc1cccc2ccccc12)c1ccc(NCC2CC2)c([N+](=O)[O-])c1 (stereo unspecified)
0%	-6	CCc1cccc(NC2c3ccccc3C(=O)N2c2ccc(C)cn2)c1 (stereo unspecified)
?	/	CCN(C(=O)C1CCCN(c2ncnc3c2nc2n3CCCCC2)C1)c1cccc(Cl)c1 (stereo unspecified)
15%[9.22 µM]	-1	Cc1ccc(-c2nc(NC(=O)CSc3nnc(C)s3)ns2)cc1
?	/	Cc1nn(CC#N)c(=O)n1-c1ccc(Cl)cc1
i	-5	Cn1cc(CCNC(=O)C2CCC(=O)N(CCc3ccc(Cl)cc3)C2)cn1 (stereo unspecified)

# New compounds follow
S3 lipid droplet	S3 lipid droplet cell count max	mol
?	/	CCC(C)C(=O)N1CCc2cc(-c3csc(N)n3)ccc21 (stereo unspecified)
?	/	O=C(CN1C(=O)c2ccccc2C1=O)Nc1nnc(C2CCCO2)s1 (stereo unspecified)
4%	10	CN1CCN(c2nnc(-c3ccc(Cl)cc3)c3ccccc23)CC1
?	/	CCCn1nc([N+](=O)[O-])c(C(C#N)c2nc3ccccc3s2)c(Cl)c1=O (stereo unspecified)
-11%[9.22 µM]	-2	COc1cc(S(=O)(=O)n2cnc(C)c2)ccc1Br
?	/	O=C(CN1CCCCCC1)Nc1cc(C(F)(F)F)ccc1Cl
i	8	Cc1ccc2c(c1)N=C(c1ccc(F)cc1)CO2
?	/	COc1ccccc1Oc1ccc2c(c1)C(=O)N(CC(=O)O)C2=O
?	/	O=C(CSc1n[nH]c(=O)[nH]c1=O)Nc1ccc(C(=O)O)cc1
7%	-11	O=C(CSc1nccc(-c2cccs2)n1)Nc1ccc(F)c(Cl)c1
-5%	-12	Cc1ccc(C(=O)COC(=O)CCN2C(=O)C3C4CC(C(Br)C4Br)C3C2=O)cc1 (stereo unspecified)
0%	-4	Cc1ccc(NC(=O)Nc2cccc(C)n2)cc1
?	/	CC1Cc2cc(/C(O)=C3/C(=O)C(=O)N(CCN4CCOCC4)C3c3cccc(O)c3)ccc2O1 (stereo unspecified)
19%	3	COc1ccc(N2C(=O)c3ccccc3C2=O)cc1
?	/	COc1ccc(/C(O)=C2\C(=O)C(=O)N(Cc3ccco3)C2c2cc(OC)ccc2OC)cc1 (stereo unspecified)
8%	8	Clc1cccc(OCc2nc(-c3ccncc3)no2)c1
?	/	CCCCOC(=O)c1ccc(NC(=O)C(=O)NCc2ccncc2)cc1
-10%	18	O=C(NNC1CC(=O)N(c2ccc(Cl)cc2)C1=O)c1ccccc1Cl (stereo unspecified)
?	/	N#Cc1cccc(CN2CCC(=O)N([C@H](CO)c3ccccc3)CC2)c1
-9%	15	COc1cc(/C=N/Nc2nc3ccccc3s2)cc([N+](=O)[O-])c1O
18%	-6	Cc1cccc(CCNS(=O)(=O)c2ccc3c(c2)CCN3C(=O)CCC(=O)O)c1
?	/	C=CCNC(=O)Nc1ccc(OCC)cc1
11%	-6	COC(=O)c1cc(Cn2nc(C(=O)O)c3ccccc3c2=O)oc1C
?	/	Cc1onc(C(=O)N2CCN(c3ccccc3F)CC2)c1-c1ccccc1Cl
-3%[9.22 µM]	1	CCC(C)NC(=O)CN(c1ccc2c(c1)OCO2)S(=O)(=O)c1c(C)n[nH]c1C (stereo unspecified)
?	/	Cc1ccc(/C=N/NC(=S)NC2CCS(=O)(=O)C2)cc1 (stereo unspecified)
-6%	3	O=C(CS(=O)(=O)c1ccccc1)Nc1nnc(-c2cccs2)o1
?	/	c1cnc2c(c1)ccc1cccnc12
25%	6	N=C(N)SCc1ccc(O)c([N+](=O)[O-])c1
?	/	COc1ccc(OC)c2sc(NC(=O)c3ccc(S(=O)(=O)N(C)C)cc3)nc12

# More results
S3 lipid droplet	S3 lipid droplet cell count max	mol
?	/	CCCCNC(=O)N(O)C1N(/N=C/c2ccccc2O)C(=S)SC1(C)C (stereo unspecified)
?	/	COc1ccccc1-n1cnnc1SCC(=O)Nc1nc(C)c(Cl)cc1Cl
-3%	5	CCCCS(=O)(=O)N1CCCC(C(=O)Oc2ccccc2OC)C1 (stereo unspecified)
i	-11	CCN(CC)c1ccc(N2C(=O)/C(=C\c3cccs3)SC2=S)cc1
?	/	COc1ccc(Cl)cc1-n1c(C)cc(C(=O)OCC(=O)N2CC(=O)Nc3ccccc32)c1C
?	/	Cc1ccc(C(=O)OCC(=O)Nc2ccc3c(c2)OCCO3)cc1C
?	/	COc1ccc(CN2C(=NC(=O)C3CCCO3)SC3CS(=O)(=O)CC32)cc1 (stereo unspecified)
i	2	CC1CCN(C(=O)CCc2nnc3ccc(NCCCN4CCCC4=O)nn23)CC1
?	/	CCOC(=O)c1ccc2c(c1)nc(SCC(=O)N1CCCCC1)n2CC
?	/	Cc1cccc(OCC(O)CN2C(C)(C)CC(O)CC2(C)C)c1 (stereo unspecified)
?	/	O=C(CN1CCN(S(=O)(=O)c2ccc(F)cc2)CC1)Nc1ccnn1C1CCCC1
12%	-21	COc1cc(S(=O)(=O)N2CCCCC2)ccc1NC=O
1%	-10	O=C(COC(=O)CNC(=O)C1CCCCC1)NCc1ccccc1
?	/	COc1ccc(-c2noc(N3CCC(C(=O)NC(C)c4ccccc4)CC3)n2)cc1 (stereo unspecified)
?	/	COC(=O)c1ccccc1NC(=O)Nc1cc(C)cc(C)n1
10%	11	O=C(/C=C/c1ccco1)Nc1ccccn1
?	/	COc1cc(OC)c(C(=O)Nc2ccc(S(=O)(=O)Nc3ncccn3)cc2)cc1OC
28%	9	Cc1ccc(C)c(N(CC(=O)NC2CCCC2)C(=O)CCC(=O)Nc2nccs2)c1
?	/	COc1ccc(CC2(CO)CCN(Cc3ccncc3)CC2)cc1
?	/	CC(C(=O)Nc1ccc(F)c(F)c1F)N(C)CC(=O)Nc1ccccc1Br (stereo unspecified)
i[0.0737 µM]	3	CCOC(=O)C1CCN(C(=O)c2ccc3c(=O)n4c(nc3c2)CCCCC4)CC1
?	/	O=C(CP(=O)(c1ccccc1)c1ccccc1)Nc1nc2ccc(Cl)cc2s1
?	/	CCCC(=O)NC(=S)Nc1ccccc1N1CCOCC1
?	/	CCN1CCN(c2ccc(NC(=O)c3cc(S(=O)(=O)N4CCCC4)ccc3Cl)cc2)CC1
?	/	O=S(=O)(Nc1cccc(-c2ccc3nncn3n2)c1)c1ccc(Cl)s1
0%	-4	Cc1cccc(C)c1NC(=O)C(c1cccc([N+](=O)[O-])c1)N(C)C(=O)c1ccccn1 (stereo unspecified)
-16%	3	COc1ccc(/C(O)=C/c2nc3ccc(C(=O)NCCc4cccc(C)c4)cc3[nH]c2=O)cc1OC
i	-22	CC(C)c1c(C(=O)N/N=C/c2cccnc2)nnn1-c1nonc1N
?	/	COc1ccc(C(=O)Nc2nc(C)c3cc4c(cc3n2)OCO4)cc1
?	/	COC(=O)/C(C#N)=C(/Nc1ccc(F)c(Cl)c1)C(F)(F)F
?	/	Cc1sc(NC(=O)c2ccc3ncsc3c2)c(C(N)=O)c1C
-15%	/	Cc1occc1C(=O)NNS(=O)(=O)c1ccc(Cl)cc1
2.1µM*	103*	CCOC(=O)c1[nH]c2ccccc2c1NC(=O)c1nonc1C
